Bioassay records from PubChem BioAssay.
OX1R antag-1 – OX1R (HCRTR1) antagonists, primary screen, fluorescence, CHO/OX1R cells, Fluo-8 calcium, orexin A; Orexin/Hypocretin receptor type 1 (Homo sapiens), O43613; Fluo-8 calcium fluorescence; inhibition, % at 5 µM; 330,000 compounds, 0.43% hits; AID 434989, 2010;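 active = inhibition above its plate's threshold, mean inhibition of all tested compounds on the plate plus 3 SD, cut at about 37% in these data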;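 also: 0% = orexin A challenge wells and 100% = SB-334867-A antagonist wells; not every result past the cut was called active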
Target sequence (O43613 whole entry, looked up): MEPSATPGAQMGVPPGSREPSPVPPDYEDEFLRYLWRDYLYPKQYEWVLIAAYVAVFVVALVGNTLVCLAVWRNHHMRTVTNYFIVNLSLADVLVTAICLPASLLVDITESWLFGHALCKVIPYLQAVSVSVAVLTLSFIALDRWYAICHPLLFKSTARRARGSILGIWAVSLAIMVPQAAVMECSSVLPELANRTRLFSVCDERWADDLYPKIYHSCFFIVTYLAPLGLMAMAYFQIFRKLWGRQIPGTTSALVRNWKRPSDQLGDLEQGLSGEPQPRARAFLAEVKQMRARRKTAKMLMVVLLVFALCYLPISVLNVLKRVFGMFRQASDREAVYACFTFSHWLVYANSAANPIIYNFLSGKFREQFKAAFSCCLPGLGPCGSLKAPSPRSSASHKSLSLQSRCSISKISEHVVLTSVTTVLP
OX1R antag-2 – antagonists of human orexin 1 receptor (OX1R). Orexin/Hypocretin receptor type 1 (Homo sapiens), O43613. OX1R-expressing cells, FRET antagonist read-out. inhibition, % at 6.6 µM. 330,000 compounds, 1.8% hits. AID 485270, 2010; in the data active = inhibition mostly above about 38%, no sharp cut-off; inactive = mostly below about 40%;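 also: 0% = agonist challenge alone and 100% = reference antagonist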
* marks the source's active call; other numbers are inactive results; & = joins results of further samples. No enrichment for hits; overall some 2% were active at least once.

Compound,OX1R antag-1,OX1R antag-2
CCOc1ccc2cc(C(=O)c3ccccc3)c(=O)oc2c1,-11,5
O=C(CNC(=O)c1ccco1)NNC(=O)c1ccc(Br)cc1,-10,2
CS(=O)(=O)c1ccc(C(=O)OCC(=O)NC(=O)Cc2ccccc2)cc1,-2,5
Cc1ccc(CC(=O)Nc2cccc(C)n2)cc1,-6,10
O=C(Cn1nnc(-c2ccccc2)n1)NC(=O)NC1CCCC1,-8,1
O=C(NC(=S)NNC(=O)c1cccs1)c1ccc(Br)o1,5,4
Cn1c(=O)oc2cc(S(=O)(=O)NCC3CCCO3)ccc21 (configuration not stated),-12,11
CCC(=O)NCCN1CCN(C(=O)CC)CC1,-4,22
CCCOC(=O)c1ccc(Oc2cn[nH]c2-c2ccc(O)cc2O)cc1,8,13
NC(=O)c1cc(N=Nc2c(N)[nH]n(-c3c(Cl)cc(Cl)cc3Cl)c2=O)ccc1Cl,-20,14
Cn1c(=O)c2c(nc(N3CCOCC3)n2CCc2ccccc2)n(C)c1=O,-12,14
O=C(CSc1nc2ccccc2o1)NCc1ccco1,-17,11
COc1ccc(CNC(=O)Cn2ccc(N)nc2=O)cc1,-6,-3
O=S(=O)(NC1CCCCC1)c1ccc(Br)s1,-19,5
Cc1ccc(C(=O)N2CCCCCC2)cc1Br,-24,19
Clc1ccc(-c2cc(CSc3cccc(Cl)c3)on2)cc1,-13,6
CCN(C(C)=O)N(CC)c1nc(Cl)nc(NC(C)C)n1,-26,12
CC(C)=CCN1CCN(Cc2cc(CC(C)C)n[nH]2)CC1CCO (configuration not stated),-11,12
O=C(NCc1ccccc1)C(c1ccco1)N(C(=O)c1csnn1)c1ccccc1F (configuration not stated),-17,23
COc1ccccc1N1CCN(S(=O)(=O)c2ccc3c4c(cccc24)C(=O)N3)CC1,-15,9
O=C(CCC(=O)N1CCc2ccccc2C1)NCCc1ccc(Cl)cc1,-35,-2
CCN(CC)S(=O)(=O)c1ccc(NC(=O)c2cnccn2)cc1,-3,3
C#CCOCCOCCOCCNc1nc(N2CCN(C(=O)CCCCCCCCCCNC(=O)[C@H]([C@@H](C)CC)n3cc(CCCCN=C(N)N)nn3)CC2)nc(N2CCN(C(=O)CCCCCCCCCCNC(=O)[C@H](CCCCN)n3cc(C)nn3)CC2)n1,2,10
CCOc1ccccc1/C=C(\C#N)C(=O)NC1CC1,-18,8
CCOC(=O)CNC(=S)N(Cc1cccs1)C1CCCC1,-14,20
CC(C)NC(=O)CC1OC(=O)c2ccccc21 (configuration not stated),4,5
Cc1ccc(C(NC(=O)C(C)C)c2cc([N+](=O)[O-])c3cccnc3c2O)cc1 (configuration not stated),-25,16
Cc1ccc(C(=O)NCC(=O)OCC(=O)NCC(F)(F)F)cc1,6,8
Cc1ccc(NC(=O)CSc2nnc(NC(=O)c3ccco3)s2)cc1,-35,13
CCOc1ccc(N(CC(=O)NCC(C)C)S(C)(=O)=O)cc1,-21,20
CC1CC(C)CN(C(=O)c2ccc(NS(=O)(=O)c3ccc4[nH]c(=O)[nH]c4c3)cc2)C1 (configuration not stated),-3,15
CC(NC(=O)Nc1ccc2c(c1)OCO2)c1ccncc1 (configuration not stated),-11,7
O=C(Cn1cnc2c(nnn2Cc2ccc(F)cc2)c1=O)NCc1ccccc1,-13,11
COc1ccc(NC(=O)c2cc3cc(OC)ccc3oc2=N)cc1,-41,21
O=C1CCC(C(=O)N(Cc2ccco2)C2(C(=O)NC3CCCC3)CCCCC2)N1 (configuration not stated),-9,1
Cc1[nH]c(=O)[nH]c(=O)c1NC(=O)c1ccc(OC(C)C)cc1,-11,22
CCOC(=O)c1c(C)oc2c(CN3CCN(C)CC3)c(Br)c(OC)c(O)c12,-27,10
N#C/C(=C(/O)c1cccs1)c1nnc2n1CCCCC2,-12,3
O=S(=O)(Nc1ccc(Br)cc1)c1cccc2nonc12,-14,39
Cc1cc(C)cc(OCC(=O)OCC(=O)NCc2ccco2)c1,-8,12
CSCC[C@H](NC(=O)CC(C)(C)C)c1nc2ccccc2[nH]1,-27,20
COC(=O)[C@@H](NC(=O)NCc1ccco1)C(C)C,-14,8
CCOC(=O)c1[nH]ncc1CN1CCCC(C(=O)c2cccc(OC(C)C)c2)C1 (configuration not stated),-12,6
O=C(COC(=O)c1ccccn1)Nc1ccccc1OC(F)F,-9,9
CCCCOc1ccc(-c2nc(/C=N/c3nccs3)c(O)o2)cc1,-10,8
Cc1c2cccn2cc[n+]1C,-5,21
COc1ccc(CCn2c(=N)c(C(=O)NC3CCCC3)cc3c(=O)n4ccccc4nc32)cc1OC,-18,17
O=C(Nc1nnc(S(=O)(=O)N2CCCCCC2)s1)c1ccccc1Br,-19,31
O=C(O)COc1ccccc1/C=N/NC(=O)c1cc2ccccc2cc1O,-15,15
CCC(C)(C)NC(=O)/C=C/c1ccc(OC)c(S(=O)(=O)N2CCOCC2)c1,5,-4
C/C(=N\NC(=O)c1ccc(Cl)cc1)c1ccc2[nH]ccc2c1,-6,-6
O=C(CSc1nc(-c2ccccc2)cc(C(F)(F)F)n1)NCCN1CCOCC1,-28,23
COCCCNC(=O)CSc1nc2ccccc2c(=O)n1CCCN1CCCCC1,-7,-4
O=C1CC(=O)Nc2cc(S(=O)(=O)NCc3cccs3)ccc2N1,-1,5
COc1ccc(Cl)cc1NC(=O)CCS(=O)(=O)c1ccc(Br)cc1,-42,4
Cc1noc(NS(=O)(=O)c2ccc(NC(=O)CSc3n[nH]c(-c4ccccc4)n3)cc2)c1C,-21,25
CN[C@H]1CC[C@@H](c2ccc(Cl)c(Cl)c2)c2ccccc21,-4&6,15&6
COc1ccc(Nc2nc(-c3ccc(OC)cc3)cs2)cc1,-18,15
O=C(CCc1c[nH]c2ccccc12)NCC1CCCO1 (configuration not stated),-6,27
COc1ccc(NN=Nc2nc3c([nH]2)c(=O)n(C)c(=O)n3C)cc1,-18,9

(more compounds)
Compound,OX1R antag-1,OX1R antag-2
O=C1S/C(=C\c2ccc(N3CCOCC3)o2)C(=O)N1Cc1c(F)cccc1Cl,4,0
CCc1nnc(N/N=C/c2cccs2)n1N,12,84*
O=C(OCC(=O)N1CCCC1)c1ccccc1O,-10,29
CN(C)CC(O)COc1cccc(OCC(O)CN(C)C)c1 (configuration not stated),-6,12
Cc1ccc(-c2ccc(S(=O)(=O)N3CC(C)OC(C)C3)cc2)cc1 (configuration not stated),-17,5
Cc1cc(N=CC2=C(O)CCCC2=O)no1,-11,9
O=C(Cn1cc(SCc2ccccc2Cl)c2ccccc21)N1CCOCC1,-23,16
COc1ccc(C(=O)CCc2nc3ccccc3s2)cc1,-20,5
O=C(COC(=O)/C=C/c1cccc(C(F)(F)F)c1)NCc1ccco1,-1,17
CN1CCN(c2ccccc2NC(=O)c2ccc(-c3ccc(Br)cc3)o2)CC1,-44,4
Cc1[nH]c(C(=O)O)c(C)c1C(=O)OC(C)C,-9,-1
Cn1c(N)c(C(=O)COC(=O)Cn2cc(C(F)(F)F)ccc2=O)c(=O)n(C)c1=O,0,11
CN(CC(=O)Nc1cccc(F)c1)C(=O)CSc1ccc(Br)cc1,-9,12
CCOC(=O)c1c(C)n(O)c2ccc(Cl)cc2c1=O,-2,13
COc1ccc(/C=N/NC(=O)c2ccccc2O)cc1CN1CCOCC1,-27,15
CCCc1nnc(SCC(=O)N2C(C)CCCC2C)n1CC (configuration not stated),8,8
O=C1C2C3C=CC(CC3)C2C(=O)N1/N=C/c1ccccc1O (configuration not stated),-10,2
O=C(NCC(=O)N(Cc1ccco1)C(C(=O)NC1CCCC1)c1cccnc1)c1cccs1 (configuration not stated),-14,25
CC(=O)c1cccc(NC(=O)NCc2cccs2)c1,-6,13
CCN(CC)Cc1c(O)ccc2c(=O)c(Oc3ccccc3OC)c(C)oc12,-9,6
CCOC(=O)C1=C(CN2CCCCCC2)NC(=O)NC1c1ccc2c(c1)OCO2 (configuration not stated),-19,-20
C=C(C)c1cccc(C(C)(C)NC(=O)Nc2ccc3[nH]c(=O)[nH]c3c2)c1,-27,28
Cc1ccc(C2C(C#N)=C(N)Oc3n[nH]c(-c4cccnc4)c32)o1 (configuration not stated),-3,44
O=C(Nc1ccccc1)c1ccc(CSc2ccccn2)cc1,-20,15
Cc1cc(NC(=O)NN2CCOCC2)nn1-c1c(Cl)cccc1Cl,-15,6
CC(C)(C)CC(C)(C)NC(=O)CSCC(=O)Nc1ccc2ccccc2c1,-25,15
Cc1ccc(S(=O)(=O)N(C)C)cc1NC(=O)COC(=O)C1CC1,-12,0
CC(O)CNc1cc(N)c([N+](=O)[O-])cc1[N+](=O)[O-] (configuration not stated),3,73*
CCCCC(NC(=O)Cc1c(C)c2cc3c(C)c(C)oc3c(C)c2oc1=O)C(=O)O (configuration not stated),-8,-3
COC(=O)c1c(NC(=O)c2ccoc2C)sc2c1CCC2,-2,11
COc1cc(NC(=S)NC(=O)c2cccs2)ccc1NC(=O)C(C)C,-20,17
O=C(c1ccc(F)cc1)N1CCN2C(=O)c3ccccc3C12c1ccccc1 (configuration not stated),-18,6
Cc1onc(-c2c(F)cccc2Cl)c1C(=O)OCC(=O)NCc1ccccc1,-8,8
O=C(CC(Sc1ccccc1)c1cccs1)c1ccco1 (configuration not stated),-3,37
